Screening results from PubChem.
E coli growth – reduces bacterial viability in AddAB counter-screen | E. coli V3065 growth, OD600 absorbance, 18 h | 0.27% of 330,000 active | inhibition, % at 11.9 µM;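 active = inhibition above the campaign's mean inhibition across all tested compounds plus 3 SD, cut at about 9.9% in these data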;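 note: uninfected addAB+ strain grown without phage in ampicillin broth; 0% = DMSO wells and 100% = ciprofloxacin 0.95 µg/ml wells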
OPRM1-OPRD1 ag – OPRM1-OPRD1 heterodimerization agonism; P35372+P41143; cells, luminescence; activation, % at 9.3 µM; 0.3% of 340,000 active; in the data active = activation above about 18%;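 note: 0% = vehicle-treated cells and 100% = reference agonist; values of inactives mirror those of a sister screen read the other way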
PKA-R1A act – activates the PKA-R1A holoenzyme complex. P00514+P68181. PKA-R1A dissociation, Cy5-IP20 fluorescence polarization; scaled: DMSO 0%, 113 µM cGMP 100%. activation, % at 11.4 µM. 0.083% of 340,000 active. AID 504707;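 active = percent activation above the mean of all tested compounds plus 3 SD, cut at about 19% in these data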;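 note: higher means more PKAc released from R1A so a rise in polarization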
MOR-DOR inv ag – inverse agonists of human mu-delta opioid receptor heterodimerization; P35372+P41143; inhibition, % at 9.3 µM; 0.21% of 340,000 active; AID 504357; cell-based MOR-DOR heterodimer luminescence, inverse agonism; in the data active = inhibition above about 22%, passing the limit was not always enough;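 note: 0% = cells with DMSO and 100% = wells without cells with DMSO; values of inactives mirror those of a sister screen read the other way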
Tat export inh – inhibitors of E. coli Tat protein transport. inhibition, % at 10 µM. E. coli MC4100 TorA-mCherry Tat export, fluorescence. 0.036% of 340,000 active;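 active = mean replicate inhibition at least 50% and at least half of replicates individually reaching 50%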;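 note: exported cargo escapes ClpAP degradation while cytoplasmic cargo is degraded and loses fluorescence; 0% = median of neutral control wells and 100% = median of NaSCN control wells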
AddAB inh – less growth of phage-infected E. coli with AddAB | E. coli expressing H. pylori AddAB, absorbance growth | inhibition, % at 11.9 µM | 0.29% of 330,000 active; in the data active = inhibition above about 12%;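 note: 0% = vehicle wells of infected cells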
PfHsp90 set2 – growth inhibition of yeast expressing Plasmodium Hsp90. inhibition, % at 9.4 µM. 0.32% of 310,000 active. S. cerevisiae expressing PfHsp90, BacTiter-Glo ATP, 48 h; yeast lacking PDR1 and PDR3 efflux regulators;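 active = every replicate shows inhibition above about 80%, whatever the replicate mean, limit read from the data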;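 note: 0% = DMSO neutral controls and 100% = 20 µM radicicol positive controls; yeast relying on Plasmodium falciparum Hsp90 in place of its own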
Arr AP2 block – blocks beta-arrestin peptide binding to AP2 adaptin; FITC-arrestin peptide / GST-AP2 beads, flow cytometry; AP2 beta2 appendage carries R879A mutation; inhibition, % at 10 µM; 0.31% of 340,000 active; AID 504490;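 active = inhibition above a set limit, near 3 SD of compounds lacking own fluorescence, cut at about 54% in these data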;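 note: plate controls were DMSO wells for no effect and 5 µM unlabelled arrestin peptide for full effect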
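Measured by: flow cytometry, FL1 (488/535 nm); Material: AP2 appendage R879A on GSH beads; Evaluation: percent response; Timing: pre-incubation 12 min, peptide binding 1 h, room temperature; Also added: 50 nM FITC-arrestin peptide; Medium: PBS with 0.05% Tween 20 and 0.1% BSA.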
SUMO Mot1 rescue – SUMOylation pathway inhibition by Mot1-301 growth rescue; S. cerevisiae Mot1-301 growth rescue, ATP luminescence, 38.5C; percent above DMSO median, 100 means doubled; growth rescue, % at 18.8 µM; 1% of 320,000 active; AID 2716;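 active = every valid replicate shows activation above 250% relative to neutral control wells; inactive = the rest, any valid replicate at or below 250%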;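 note: OY570 slx delta 5 strain wells were the positive control but not used for scaling; some compounds called inactive have numbers as strong as hits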
phage Ecoli inh – E. coli growth loss with phage present; inhibition, % at 11.9 µM; 0.26% of 360,000 active; growth absorbance; in the data active = inhibition above about 11%
DSG3 Ab inh – inhibitors of pemphigus antibody binding to human desmoglein-3. AID 588358. binding (percent of control), % at 10 µM. 0.48% of 310,000 active. DSG3-coupled beads, scFv-anti-DSG3-GFP binding, flow cytometry; active compounds read low. P32926;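 active = binding more than 3 SD below its plate's average and above zero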;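 note: hits lower antibody fragment binding to DSG3; some compounds called inactive have numbers as strong as hits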
Target sequence (P32926 whole entry, looked up, the tested form may be a part): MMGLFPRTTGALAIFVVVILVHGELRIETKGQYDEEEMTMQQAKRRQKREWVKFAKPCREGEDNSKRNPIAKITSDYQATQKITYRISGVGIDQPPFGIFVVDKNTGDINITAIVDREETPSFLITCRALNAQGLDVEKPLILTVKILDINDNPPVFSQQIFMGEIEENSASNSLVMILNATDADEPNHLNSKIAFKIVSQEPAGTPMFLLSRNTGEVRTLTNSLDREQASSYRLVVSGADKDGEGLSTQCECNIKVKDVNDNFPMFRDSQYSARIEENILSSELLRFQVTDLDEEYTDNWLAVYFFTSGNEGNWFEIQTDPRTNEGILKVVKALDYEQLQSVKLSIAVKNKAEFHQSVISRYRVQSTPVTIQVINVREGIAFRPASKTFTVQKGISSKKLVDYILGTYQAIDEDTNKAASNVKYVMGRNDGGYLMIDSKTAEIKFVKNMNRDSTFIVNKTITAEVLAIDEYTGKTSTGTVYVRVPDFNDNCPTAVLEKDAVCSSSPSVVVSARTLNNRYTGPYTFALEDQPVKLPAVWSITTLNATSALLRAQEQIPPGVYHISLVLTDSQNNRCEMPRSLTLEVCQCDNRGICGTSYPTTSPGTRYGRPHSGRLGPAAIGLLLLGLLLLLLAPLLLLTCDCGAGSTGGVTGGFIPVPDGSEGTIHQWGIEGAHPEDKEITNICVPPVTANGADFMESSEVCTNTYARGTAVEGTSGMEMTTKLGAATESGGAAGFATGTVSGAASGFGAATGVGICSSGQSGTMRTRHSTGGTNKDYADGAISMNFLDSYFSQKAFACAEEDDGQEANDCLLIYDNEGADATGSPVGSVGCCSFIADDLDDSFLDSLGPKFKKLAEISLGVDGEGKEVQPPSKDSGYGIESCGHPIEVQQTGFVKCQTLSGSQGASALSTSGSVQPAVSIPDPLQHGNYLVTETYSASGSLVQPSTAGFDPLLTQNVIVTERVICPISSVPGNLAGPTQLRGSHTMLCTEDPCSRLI
The depositor's hits bear a star; / = not tested or not shown.

The first 2 entries, to show the layout:
Every second line gives: E coli growth	OPRM1-OPRD1 ag	PKA-R1A act	MOR-DOR inv ag	Tat export inh	AddAB inh	PfHsp90 set2	Arr AP2 block	SUMO Mot1 rescue	phage Ecoli inh	DSG3 Ab inh
CCCCOP(=O)(c1ccc(N(C)C)cc1)C(O)c1cc(OC)ccc1OC (stereo unspecified)
    -1.6	-1.5	-4	7	0	-2.9	21	41	12	0.6	106
COC(=O)CN1C(=O)[C@H]2[C@@H](c3ccc(C)o3)N3C(=O)CN(CC4CC4)C(=O)[C@@]3(C)[C@H]2C1=O
    0.2	-3.1	-11	14	3	3.1	30	-3	-19	1.4	102

Results, from the start:
Every second line gives: E coli growth	OPRM1-OPRD1 ag	PKA-R1A act	MOR-DOR inv ag	Tat export inh	AddAB inh	PfHsp90 set2	Arr AP2 block	SUMO Mot1 rescue	phage Ecoli inh	DSG3 Ab inh
CCCCOP(=O)(c1ccc(N(C)C)cc1)C(O)c1cc(OC)ccc1OC (stereo unspecified)
    -1.6	-1.5	-4	7	0	-2.9	21	41	12	0.6	106
COC(=O)CN1C(=O)[C@H]2[C@@H](c3ccc(C)o3)N3C(=O)CN(CC4CC4)C(=O)[C@@]3(C)[C@H]2C1=O
    0.2	-3.1	-11	14	3	3.1	30	-3	-19	1.4	102
Cn1c(NC(=O)c2cccc(C(F)(F)F)c2)cc(=O)n(C)c1=O
    -0.6	-0.7	4	4	-5	1.4	1	3	-34	1.3	103
CC(C)Cn1cnc2c1c(=O)[nH]c(=O)n2Cc1ccccc1
    -0.3	-2.4	-4	12	2	0.0	-15	-1	-22	1.7	105
CC(=O)Nc1cc2c3c(c1)CC(=O)N3CCC2
    -0.4	-3.8	-1	19	0	0.8	12	32	-10	4.0	103
O=C(CSc1cccc[n+]1[O-])c1ccc(Cl)s1
    0.0	-2.1	-10	10	-2	0.6	-66	11	1	4.2	103
COc1ccc(S(=O)(=O)N2CCOC2CNC(=O)C(=O)NCc2ccncc2)cc1 (stereo unspecified)
    0.0	-1.3	-3	7	-5	-1.2	27	1	75	1.5	90
O=C(COC(=O)CCN1C(=O)c2cccc([N+](=O)[O-])c2C1=O)NC1CCS(=O)(=O)C1 (stereo unspecified)
    0.2	-2.0	-4	11	1	-0.7	-10	23	-10	2.0	103
O=C(O)CCC(=O)Nc1ccc(/C=C/C(=O)C2CC2)cc1
    -0.4	-0.7	1	4	-7	2.2	5	-9	-8	4.3	99
CN(CC1CCCN(CCc2cccc(C(F)(F)F)c2)C1)C(=O)c1cc2ccccc2o1 (stereo unspecified)
    /	5.9	0	-32	-3	/	-17	-5	/	6.4	/
Cc1cc(S(=O)(=O)NCc2ccccc2)ccc1OCC(=O)Nc1cccc([N+](=O)[O-])c1
    -0.3	7.8	-8	-42	-11	4.5	4	-3	7	3.0	102
O=C(COc1ccc(S(=O)(=O)N2CCCC2)cc1)NCc1cccnc1
    -2.3	0.0	-5	0	-5	1.7	-20	-6	-10	0.2	87
Cc1coc2c(C)c3oc(=O)c(CCC(=O)NCCCn4ccnc4)c(C)c3cc12
    -2.3	-3.6	-6	20	1	3.2	4	-1	-11	0.8	98
Cc1ccc(C(=O)NNC(=O)CSc2nnc3c(n2)[nH]c2ccc(F)cc23)cc1
    1.4	-2.7	5	12	-2	-0.1	-19	2	45	2.6	96
Cc1ccc(NS(=O)(=O)c2cc(Br)cnc2N)c(Cl)c1
    0.8	-3.6	0	18	-3	1.8	-33	-6	70	4.8	112
CC1(C)N=C(c2ccccc2)C(c2ccccc2)=N1
    /	-3.1	5	16	-1	/	/	6	/	1.9	98
Cc1cccc(OCc2nc(-c3ccc(-n4cccc4)cc3)no2)c1
    0.7	0.3	-14	-1	19	-0.9	15	5	/	1.8	100
COc1ccc(NC(=S)Nc2ccccc2OC)c(OC)c1
    -0.7	-1.7	-1	10	-5	1.7	-54	12	476*	3.0	99
O=[N+]([O-])c1cc2c(cc1/C=N/Nc1nc(N3CCCC3)nc(N3CCCC3)n1)OCO2
    1.2	-3.0	1	15	0	0.6	10	-1	-1	2.0	82
CCN(CC)S(=O)(=O)c1ccc(N2CCOCC2)c(NC(=O)c2cnccn2)c1
    1.0	-2.5	-4	13	-2	-0.2	/	24	13	-0.2	108
Cc1coc2cc3oc(=O)c(Cc4ccccc4)c(C)c3cc12
    1.4	4.0	-5	-20	6	3.9	-16	0	7	2.7	/
ClCC1CN(Cc2ccccc2Cl)CCO1 (stereo unspecified)
    0.5	-0.4	-9	2	-4	0.2	4	19	-7	3.2	93
COc1ccc(-c2cc(-c3ccco3)[nH]c(=O)c2C#N)cc1OC
    -3.5	4.5	2	-24	-9	3.3	-44	4	-3	0.5	88
Cc1c(C#N)c2ncn(CCCN(C)C)c(=O)c2n1-c1ccccc1
    4.3	-2.0	-11	11	-5	4.4	-15	1	-8	1.5	99
CC12CCC(C(=O)NNC(=O)c3ccc(Br)cc3)(OC1=O)C2(C)C (stereo unspecified)
    -0.5	-1.6	12	8	-10	4.0	-1	-5	21	3.8	101
CC1CCN(C(=O)CNC(=O)CNC(=O)Cc2ccccc2)CC1
    0.2	-2.0	-2	11	-3	0.4	4	5	15	3.3	113
CCOC(=O)c1[nH]c(C)c(/C(O)=C2\C(=O)C(=O)N(CCN3CCOCC3)C2c2cccs2)c1C (stereo unspecified)
    0.9	-4.4	-11	19	-1	2.1	5	7	/	1.9	96
CC[C@]12c3[nH]c4cc(-c5ccco5)ccc4c3CCN1C(=O)[C@@H](CC(=O)NCc1cccc(C(F)(F)F)c1)C[C@@H]2C(=O)N1CCN(C(=O)C2CC2)CC1
    -1.1	0.5	-4	-2	17	-0.7	-28	5	/	-0.9	101
Cc1nnc(SCc2cccs2)[nH]c1=O
    1.3	-1.6	-1	7	-5	4.4	49	10	-8	2.4	107
CN(CC(=O)Nc1ccc(F)c(F)c1F)C(=O)C1CC(=O)N(C2CCCC2)C1 (stereo unspecified)
    /	-6.7	13	35	4	/	/	-8	/	-0.4	99
CCN1C(=O)c2cccc3c(S(=O)(=O)Nc4ncccc4C)ccc1c23
    0.7	1.1	13	-6	-6	-0.9	-41	10	346	3.1	96
COc1ccc(CCn2c(NN=C(C)C)nc3c2c(=O)[nH]c(=O)n3C)cc1
    0.7	9.5	-2	-48	1	-0.2	-12	11	377	1.2	104
O=c1c2ccccc2cnn1Cc1n[nH]c(=S)n1-c1cc(Cl)cc(Cl)c1
    -1.7	0.4	-12	-2	4	1.4	-8	-38	78	1.2	106
CCC1(c2ccc(F)cc2)NC(=O)N(CC(=O)Nc2ccc(N3CCCCC3)cc2)C1=O (stereo unspecified)
    0.7	0.1	-9	-1	-3	1.2	-8	-3	-15	-0.6	112
Cc1ccc(N2CC(C(=O)N3CCc4ccccc4C3)CC2=O)cc1 (stereo unspecified)
    -1.4	-0.7	0	4	-1	-0.9	1	2	-7	1.3	99
O=C1NC[C@@H](Cc2ccc(O)cc2)N(CCc2cccc(F)c2)C1=O
    -1.2	-3.1	-1	17	-10	2.9	1	-3	21	2.2	100
Cc1csc(=O)n1CC(=O)OCC(=O)c1c(N)n(C)c(=O)n(C)c1=O
    0.1	-3.3	-2	17	-9	-0.3	-10	0	-4	3.3	98
CCOC(=O)c1c(-c2ccc(F)cc2)csc1/N=C/N(C)C
    -1.4	-0.1	-11	0	-3	1.4	-2	16	/	0.1	85
CCOC(=O)C1CCN(C(c2cccs2)c2sc3nc(C)nn3c2O)CC1 (stereo unspecified)
    1.9	-0.5	-1	3	0	-2.2	4	2	10	1.6	102
C=CCc1cc(OC)ccc1OCCCCn1cncn1
    0.3	-1.6	1	9	-8	1.1	15	27	-9	-0.6	101
Cc1ccc(NC(=O)c2cccc3cccnc23)cc1
    0.6	-1.8	-1	10	7	0.4	25	1	-10	0.6	100
NC(=S)N/N=C/c1ccc(OC(=O)c2cccnc2)cc1
    -1.0	-1.4	5	7	-5	2.4	-29	5	313	3.4	103
CCCCN(C(=O)CCC(=O)Nc1cc(C)on1)C(C(=O)NC1CCCC1)c1ccccc1C (stereo unspecified)
    -2.6	0.4	-18	-3	12	1.7	-2	2	-34	0.9	/
O=C(N/N=C(\c1ccccc1)c1ccccn1)c1cccc([N+](=O)[O-])c1
    5.4	-2.1	4	11	-5	7.2	-6	0	-5	/	104
CCOC(=O)CNS(=O)(=O)c1ccc(S(=O)(=O)NC2CC2)cc1
    -0.1	-2.3	-4	11	-5	2.6	3	-12	-20	1.8	102
CCC(=O)c1ccc(OCC(O)CN2CCN(c3ccccn3)CC2)cc1 (stereo unspecified)
    -0.1	-1.2	-4	6	4	1.8	-10	-9	-5	0.6	103
COc1cc2c(cc1NC(=S)Nc1cccc3ccccc13)oc1ccccc12
    0.3	-1.8	-5	10	7	1.1	-12	5	0	4.3	108
O=C(/C=C/c1ccccc1)N1CCN(c2c(Cl)cccc2[N+](=O)[O-])CC1
    4.2	1.8	-1	-11	12	4.1	-31	1	30	4.4	100
O=C(O)c1cccc2c1Cc1cc([N+](=O)[O-])ccc1-2
    /	-2.6	-6	11	-1	/	115*	-9	/	-0.2	95
CCc1c(O)nc(SCC(=O)Nc2ccccc2)n(C(C)CC)c1=O (stereo unspecified)
    0.1	1.1	1	-6	-6	2.5	10	1	10	2.5	100
O=C(CN1C(=O)C2C3C=CC(C3)C2C1=O)Nc1ccc(F)cc1 (stereo unspecified)
    1.9	0.3	-6	-2	-11	3.3	8	8	14	2.8	102
CCOc1ccc2oc(C(=O)NCC3CCCO3)c(C)c2c1 (stereo unspecified)
    0.4	-4.4	7	24	-1	2.0	-7	-2	-21	2.9	107
COc1ccc(CCNC(=S)Nc2ccccc2)cc1
    1.2	1.7	9	-9	-1	-0.3	-10	13	2	1.1	85
CC(=O)NC(Cc1ccccc1)C(=O)OCC(=O)c1ccccc1 (stereo unspecified)
    0.1	-1.8	-3	9	-13	1.7	-3	5	-21	4.5	106
O=S(=O)(c1ccccc1)N1CCC2(CC1)OCCN2S(=O)(=O)c1cccs1
    /	1.1	-12	-6	-4	/	1	-2	/	0.5	98
CC1Cc2ccccc2N1S(=O)(=O)c1cccc(C(=O)c2nccn2C)c1 (stereo unspecified)
    -3.4	4.2	-9	-25	3	1.4	/	-4	22	1.1	110
Clc1cccc2sc(-c3nnc(-c4ccccc4)o3)c(Cl)c12
    2.0	-2.7	-8	16	-8	3.3	-3	-6	5	3.5	110
COC(=O)c1ccc(CN2CCC(Oc3cccc(C(=O)N4CCCC4)c3)CC2)cc1
    1.8	1.9	-13	-10	2	5.0	-5	-2	-27	1.2	114
